TRPC6 inh: blocks the mouse TRPC6 cation channel; Q61143; HEK293-TRPC6, membrane potential dye, ACh-evoked depolarization; active compounds read low; B-score at 10 µM; 310,000 compounds, 1.1% hits;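 active = B-score under library mean minus 3 SD, initial fluorescence not abnormally high, positive integrated signal ratio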;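 note: B-score derived from integrated fluorescence ratio over the kinetic read; more negative B-score means stronger inhibition of depolarization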
TRPC6 act: activators of mouse TRPC6 channel; B-score at 10 µM; 310,000 compounds, 0.13% hits; Q61143; HEK293-TRPC6 membrane potential dye fluorescence; active compounds read high; AID 2550;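 active = B-score of the integrated fluorescence ratio above library mean plus 3 SD, and starting fluorescence ratio within library mean plus 5 SD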;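 note: higher score means more depolarization so channel activation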
MrgX1 agonist: activates human MrgX1 receptor signaling. MrgX1-HEK293 cells, Fluo-4 calcium fluorescence, agonist mode; active compounds read high. 310,000 compounds, 0.44% hits. B-score at 10 µM;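 active = calcium response B-score plate-corrected fluorescence ratio at least 3 library SD, with starting fluorescence B-score inside 5 SD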
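Assay system: MrgX1-expressing HEK293 cells / Amount: fifteen thousand cells per well / Doses: test compound in the initial addition of three / Timing: cells plated overnight, dye loaded 0.5 h 37 °C, 0.5 h room temperature / Technique: kinetic calcium dye fluorescence, Fluo-4 NW / Control set: positive and negative controls per plate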
HIF activator: HIF pathway transcriptional activation; 300,000 compounds, 0.32% hits; AID 1910; activation, % at 7.5 µM (by protocol); U2OS HRE-luciferase reporter, luminescence; normalized: DMSO 0%, desferrioxamine 100%;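 active = mean activation of at least 10% of the iron chelator positive control signal, with at least half of replicates also reaching 10%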
MrgX1 antagonist: human MrgX1 receptor antagonism, primary screen; Q96LB2; MRGX1-HEK293 calcium flux, Fluo-4, BAM8-22 antagonism; active compounds read low; B-score at 10 µM; 310,000 compounds, 1.3% hits; AID 588676;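 active = calcium-response B-score plate-corrected more than 3 library SD below zero, starting fluorescence within 5 deviations, no agonist response on first addition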;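 note: peak minus trough fluorescence over baseline after final BAM8-22 challenge near maximal dose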
MrgX1 PAM: human MrgX1 positive allosteric modulation, primary screen; 310,000 compounds, 0.63% hits; MrgX1-HEK293, Fluo-4 calcium flux, FDSS; active compounds read high; B-score at 10 µM;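 active = plate-corrected calcium response at least 3 library SD above typical, normal starting fluorescence, not activating the receptor alone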;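 note: compound read alongside a low EC10 to EC30 dose of BAM8-22 agonist; peak minus trough fluorescence over baseline measured at the second addition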
Platelet DG rel: modulates dense granule release in human platelets; human platelet-rich plasma, SFLLRN dense granule ATP release, luminescence; inhibition, %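 (compounds screened at 7.5 µM in platelet-rich plasma)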; 300,000 compounds, 0.22% hits; AID 1663;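 active = mean replicate score, as percent of positive control, at or above 50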
RGS4 act: potentiators or activators of RGS4. AID 463111. HEK293 M3R/inducible RGS4, carbachol calcium flux Fluo4; active compounds read low. B-score at 10 µM. 310,000 compounds, 0.92% hits;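 active = B-score of the integrated calcium signal more than 4 SD below the library mean, with starting fluorescence not abnormally high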;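 note: negative B-score means reduced calcium response which marks RGS4 activation or potentiation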
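Detection: kinetic calcium fluorescence imaging with Fluo4-AM dye, 2 µM / Material: HEK293 cells with stable M3R and inducible RGS4 / Schedule: recording 10 s baseline at 1 Hz, 100 s post-agonist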
TRPC4 inh: blocks the mouse TRPC4 cation channel; HEK293 TRPC4beta/mu-opioid, DAMGO-evoked Fluo4 calcium flux; active compounds read low; B-score at 10 µM; 300,000 compounds, 0.39% hits;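 active = B-score over 3 SD under the library average, no early fluorescence shift, positive overall ratio signal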
Target sequence (Q9QUQ5 whole entry, looked up): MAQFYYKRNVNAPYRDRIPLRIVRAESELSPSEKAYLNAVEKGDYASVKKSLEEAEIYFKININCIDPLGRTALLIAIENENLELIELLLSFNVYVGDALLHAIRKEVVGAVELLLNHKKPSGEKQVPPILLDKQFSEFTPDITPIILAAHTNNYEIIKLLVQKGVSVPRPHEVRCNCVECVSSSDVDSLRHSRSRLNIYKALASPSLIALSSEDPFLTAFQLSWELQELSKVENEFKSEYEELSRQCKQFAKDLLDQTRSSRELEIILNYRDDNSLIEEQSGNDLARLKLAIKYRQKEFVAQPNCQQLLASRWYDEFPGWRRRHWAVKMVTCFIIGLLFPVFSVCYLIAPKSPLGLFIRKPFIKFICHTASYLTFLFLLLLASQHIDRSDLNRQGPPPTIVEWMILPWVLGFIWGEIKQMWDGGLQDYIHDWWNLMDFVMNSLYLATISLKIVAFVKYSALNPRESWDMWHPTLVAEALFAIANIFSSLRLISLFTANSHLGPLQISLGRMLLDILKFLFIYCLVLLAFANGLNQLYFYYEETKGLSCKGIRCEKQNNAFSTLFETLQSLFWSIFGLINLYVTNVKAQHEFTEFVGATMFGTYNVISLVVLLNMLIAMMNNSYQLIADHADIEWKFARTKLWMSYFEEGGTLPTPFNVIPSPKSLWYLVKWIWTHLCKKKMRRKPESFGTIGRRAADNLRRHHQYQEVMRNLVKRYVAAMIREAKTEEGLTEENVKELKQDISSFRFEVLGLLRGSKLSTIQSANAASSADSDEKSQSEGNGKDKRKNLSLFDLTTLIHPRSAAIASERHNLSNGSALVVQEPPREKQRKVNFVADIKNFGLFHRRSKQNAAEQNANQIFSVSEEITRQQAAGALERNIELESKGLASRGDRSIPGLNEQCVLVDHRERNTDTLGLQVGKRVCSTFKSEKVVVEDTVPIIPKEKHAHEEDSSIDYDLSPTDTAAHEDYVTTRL
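Assay system: TRPC4beta/mu-opioid receptor HEK293 cell line; compound dosing: single concentration per test compound; detection: Fluo4 Ca2+ flux fluorescence; evaluation: per-well B score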
SKKanGAS inh: inhibitors of SKKanGAS S. pyogenes growth in kanamycin (SK-promoter or general growth effect) | BacTiter-Glo, 6 h | inhibition, % at 7.5 µM | 300,000 compounds, 1.3% hits | AID 1662;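 active = mean replicate score, as percent of positive control median, at least 50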;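 note: strain carries kanamycin resistance gene driven by streptokinase promoter and grows in 40 µg/ml kanamycin; loss of luminescence reflects streptokinase promoter inhibition or plain growth inhibition; 0% = median of DMSO wells and 100% = positive control at its reference dose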
RGS4 block: inhibitors of human RGS4 | P49798 | HEK293 M3R/RGS4 inducible, Fluo-4 calcium flux; active compounds read high; triggered by carbachol at its EC20 | B-score at 10 µM | 310,000 compounds, 0.45% hits | AID 463165;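 active = B-score, a plate-corrected calcium signal, over three deviations above library mean, with baseline fluorescence within five deviations of library mean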;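 note: RGS4 expression induced by doxycycline in cells with stable M3 receptor; B-score is computed from the integrated fluorescence ratio over baseline after carbachol; higher B-score means a larger calcium signal and so more RGS4 inhibition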
* marks the source's active call; other numbers are inactive results; i = inactive; . = not tested or not shown.

SMILES	TRPC6 inh	TRPC6 act	MrgX1 agonist	HIF activator	MrgX1 antagonist	MrgX1 PAM	Platelet DG rel	RGS4 act	TRPC4 inh	SKKanGAS inh	RGS4 block
CCC(C)[C@@H](N)C(=O)N/N=C/c1ccc2ncccc2c1 (some centres not stated)	i	i	i	-0.2	i	i	-5	i	i	-3	i
O=C1CS/C(=N/N=C2C3CC4CC(C3)CC2C4)N1	i	i	i	-0.1	i	i	7	i	i	-6	i
Cn1cc(C(=O)Nc2ccccn2)c(=O)c2ccccc21	i	i	.	0.6	.	.	-2	i	i	-5	i
CCCS(=O)(=O)N1CCN(Cc2c[nH]c3ccccc23)CC1	i	i	i	-0.4	i	i	9	i	i	6	i
COc1ccccc1S(=O)(=O)CC(O)COc1ccc(F)cc1Cl (configuration not stated)	i	i	i	-0.5	i	i	-2	i	i	-7	i
COc1cccc(C2C(C(=O)/C=C/c3ccco3)=C(O)C(=O)N2CCN2CCOCC2)c1 (configuration not stated)	i	i	i	-0.7	i	i	5	i	i	8	i
COc1ccc(C(=O)NCC(=O)NCC(=O)OCC(=O)c2cccs2)cc1	i	i	i	-0.2	i	i	12	i	i	-3	i
CNC(=O)NC(=O)COc1ccc2oc3c(c2c1)CCCC3	i	i	i	1.2	i	i	10	i	i	4	i
O=C(NC(Cc1c[nH]c2ccccc12)C(=O)Nc1ccc(OC(F)(F)F)cc1)c1cccs1 (configuration not stated)	i	i	i	-0.9	i	i	5	i	i	-13	i
O=C1CCCN1CCCNc1nc2c(S(=O)(=O)c3ccccc3)nnn2c2ccc(Cl)cc12	i	i	i	3.0	i	i	0	i	i	14	i
CCCn1c(NC(=O)c2ccc(Br)cc2)nc2ccccc21	i	i	i	0.7	i	i	-5	i	i	-5	i
COc1ccccc1NC(=O)C1=C(C)NC(=O)NC1c1cc(C)cs1 (configuration not stated)	i	i	i	0.3	i	i	-3	i	i	4	i
CN(C)CCCNC(=S)N(CCCN(C)C)Cc1cc2cc3c(cc2[nH]c1=O)OCO3	i	i	i	1.1	i	i	-6	i	i	1	i
CCOC(=O)c1sc(=S)n(C)c1C	i	i	i	-1.5	i	i	0	i	i	3	i
O=C1c2ccccc2S(=O)(=O)N1Cc1cccc(S(=O)(=O)N2CCOCC2)c1	i	i	i	-1.5	i	i	10	i	i	-6	i
O=C(CCC1CCN(C(=O)Cc2c(F)cccc2F)CC1)NC1CC1	i	i	i	0.1	i	i	-16	i	i	-4	i
OCc1ccccc1OCCOc1ccc(Cl)c2cccnc12	i	i	i	1.8	i	i	4	i	i	1	i
N#CC1=C2SCN(Cc3ccco3)CN2C(=O)CC1c1ccccc1F (configuration not stated)	i	i	i	-0.1	i	i	-1	i	i	4	i
CC(C)CCN1NC2(CCCC(C)C2)NC1=S (configuration not stated)	i	i	i	0.0	i	i	-8	i	i	-7	i
Cc1ccc(S(=O)(=O)N2CCC(C(=O)Nc3ccccc3N3CCCCC3)CC2)cc1C	i	i	i	0.2	i	i	-6	i	i	4	i
C(=C\c1ccccc1)/C=N/Nc1nncc(-c2ccccc2)n1	i	i	i	0.1	i	i	-3	i	i	1	i
CC(=O)Nc1ccc(NC(=O)CN(c2ccc([N+](=O)[O-])cc2)S(=O)(=O)c2ccccc2)cc1	i	i	i	-0.4	i	i	0	i	i	7	i
CC1CCCC(C(=O)OCc2ccccc2)N1 (configuration not stated)	i	i	i	-1.1	i	i	12	i	i	1	i
CCOC(=O)c1c(CC(C)C)csc1NC(=O)C(C)C	.	.	i	-0.9	i	i	3	.	.	8	.
CC(=O)CC(=O)Nc1ccc(Nc2ccccc2)cc1	i	i	i	-0.1	i	i	-9	i	i	-2	i
N/C(=N\OC(=O)CCC1CCCCC1)c1cccc([N+](=O)[O-])c1	i	i	i	1.1	i	i	7	i	i	6	i
Cc1ccc(S(=O)(=O)CCC(=O)OCC(=O)c2c[nH]c3ccccc23)cc1	i	i	i	-0.1	i	i	5	i	i	-2	i
COCCNC(=O)CS(=O)Cc1nc(-c2ccc(Cl)cc2)oc1C (configuration not stated)	i	i	i	-0.1	i	i	2	i	i	-2	i
COc1ccc(/C=N/n2c(-c3n[nH]c4c3CCC4)n[nH]c2=S)c(OC)c1OC	i	i	i	-0.3	i	i	-14	i	i	3	i
CC(C)c1ccc(N(CC(=O)NCc2ccco2)C(=O)CCC(=O)Nc2nccs2)cc1	i	i	i	-1.7	i	i	-3	i	i	-4	i
Cn1c(N)c(N2CCCCC2)c(=O)n(CC(=O)Nc2ccc(Cl)c(Cl)c2)c1=O	i	i	i	-0.3	i	i	-5	i	i	0	i
O=C(/C=C/c1ccc(OC(F)F)cc1)Nc1cccc(S(=O)(=O)N2CCOCC2)c1	i	i	i	2.0	i	i	-2	i	i	4	i
Nn1c(COc2ccccc2F)nnc1SCC(=O)NC1CCCCC1	i	i	i	0.4	i	i	-1	i	i	0	i
COc1ccc(OC)c(NC(=O)COC(=O)C2CCN(C(=O)c3ccc(Cl)cc3)CC2)c1	i	i	i	0.6	i	i	-19	i	i	1	i
Cc1ccc(C(=O)NC(=S)Nc2ccc(N3CCOCC3)cc2)cc1	i	i	i	0.5	i	i	-2	i	i	15	i
CCC(C)(C(=O)NC1CCCCC1)N(C)C(=O)c1ccc2c(c1)OCO2 (configuration not stated)	i	i	i	-0.3	i	i	-1	i	i	7	i
Cc1ccc(N(CC(=O)N2CCN(c3ccccc3F)CC2)S(=O)(=O)c2c(C)noc2C)cc1	i	i	i	-0.2	i	i	-16	i	i	-5	i
CCc1ccc2nc(NC(=O)c3cc(C)on3)sc2c1	i	i	i	4.5	i	i	-6	i	i	4	6.4*
COC(=O)Cn1c(O)c(N=NC(=O)CNC(=O)c2ccc3c(c2)OCCO3)c2ccccc21	i	i	i	0.1	i	i	-1	i	i	0	i
CCC(=O)Oc1oc(-c2ccccc2)nc1C=Nc1ccc(C)cc1	i	i	i	0.4	i	i	12	i	i	-1	i
Cc1ccnc(NC(=O)CS(=O)(=O)Cc2ccccc2)c1	i	i	i	0.4	i	i	-2	i	i	4	i
COc1cccc(OC)c1C(=O)NC(=S)NCc1ccco1	i	i	i	-0.1	i	i	2	i	i	4	i
CN(C)c1ncc(C(=O)O)cn1	i	i	i	0.3	i	i	-13	i	i	-18	i
COC(=O)c1cnc(SCc2ccc([N+](=O)[O-])cc2)n1C	i	i	i	0.2	i	i	-13	i	i	5	i
COC(=O)Cn1c(=NC(=O)CSCC(=O)Nc2cc(C)on2)sc2ccccc21	i	i	i	-0.3	i	i	-2	i	i	1	i
COc1ccc(CCNC(=O)c2ccc(CN3CCOCC3)cc2)cc1	i	i	i	0.6	i	i	-1	i	i	-9	i
Cc1cc(C)c[n+](CC(=O)c2ccc(NC(=O)c3ccccc3)cc2)c1	i	i	i	0.8	i	i	-9	i	i	8	i
O=C(COc1ccc(Cl)cc1)Nc1nnc(-c2ccc3c(c2)CCCC3)o1	i	i	i	0.5	i	i	17	i	i	97*	i
O=C(Nc1ccc2oc(=O)ccc2c1)c1ccc(-c2ccccc2[N+](=O)[O-])o1	i	i	i	-0.6	i	i	1	i	i	-1	i
CCC(OC(=O)c1cc2sccc2n1C)C(=O)NCc1ccco1 (configuration not stated)	i	i	i	-0.1	i	i	9	i	i	-8	i
CS(=O)(=O)N(CC(=O)NC1CCCCCC1)Cc1ccccc1	i	i	i	-0.3	i	i	-3	i	i	-7	i
COC(=O)C(Cc1ccc(O)cc1)NC(=O)C(C)NC(=O)c1ccc(C(C)(C)C)cc1 (configuration not stated)	i	i	i	-0.8	i	i	0	i	i	-7	i
CCOC(=O)N/N=C\c1ccc(OC(=O)c2ccc3c(c2)OCO3)cc1	i	i	i	0.3	i	i	11	i	i	-22	i
COCCN(Cc1nc(-c2ccc(C(F)(F)F)cc2)no1)C(C)C	i	i	i	-0.2	i	i	3	i	i	5	i
O=C(CSc1nnc(-c2ccccn2)o1)Nc1ccccc1	i	i	i	1.3	i	i	-3	i	i	-10	i
CCC(c1nnnn1C(C)(C)C)N1CCN(Cc2ccccc2OC)CC1 (configuration not stated)	i	i	i	-0.6	i	i	-6	i	i	-9	i
O=C(Cc1ccc(Br)cc1)N1CCN(c2ccccc2O)CC1	i	i	i	-15	i	i	1	i	i	9	i
Cc1ccccc1N1CC(C(=O)Nc2nnc(SCc3cccnc3)s2)CC1=O (configuration not stated)	i	i	i	0.0	i	i	-7	i	i	8	i
CN(C)C(=O)c1cc(C(=O)c2ccccc2)c[nH]1	i	i	i	0.7	i	i	1	i	i	-1	i
O=C(O)c1cc(NC(=O)c2cccc(F)c2)cc(NC(=O)c2cccc(F)c2)c1	i	i	i	-23	i	i	-5	i	i	-4	i

Continuation.
SMILES	TRPC6 inh	TRPC6 act	MrgX1 agonist	HIF activator	MrgX1 antagonist	MrgX1 PAM	Platelet DG rel	RGS4 act	TRPC4 inh	SKKanGAS inh	RGS4 block
Cc1cccc(Cn2c(N3CCc4ccccc4C3)nc3c2c(=O)[nH]c(=O)n3C)c1	i	i	i	-0.1	i	i	0	i	i	9	i
CC(OC(=O)c1ccc2ccccc2n1)C(=O)c1ccccc1 (configuration not stated)	i	i	i	-0.3	i	i	-1	i	i	-14	i
O=C1CCCC(=O)C1Sc1ccc(Cl)cc1	i	i	i	-0.2	i	i	-2	i	i	-13	i
CN1CCCC2(CCCN(Cc3nc(Cc4cccc(C(F)(F)F)c4)no3)C2)C1 (configuration not stated)	i	i	i	0.3	i	i	8	i	i	-1	i
CC1(C)CC(NC(=O)c2ccccc2F)CC(C)(C)N1	i	i	i	0.3	i	i	-1	i	i	0	i
O=C(CCN1C(=O)/C(=C/c2ccccc2Cl)SC1=S)Nc1ccccc1C(=O)O	i	i	i	-2.5	i	i	0	i	i	48	i
O=C(c1ccc(Cl)cc1)n1cnc2ccccc21	i	i	i	-1.0	i	i	2	i	i	0	i
COc1cc(/C=N\NC(=O)c2sc(N)nc2C)cc(OC)c1OC	i	i	i	1.4	i	i	.	i	i	21	i
Cc1nc(N2CCOCC2)nc(Oc2ccccc2)c1[N+](=O)[O-]	i	i	i	-1.1	i	i	4	i	i	-1	i
